High-throughput results (PubChem)
OX1R FRET antag = antagonists of human orexin 1 receptor (OX1R); OX1R-expressing cells, FRET antagonist read-out; inhibition, % at 6.6 µM; hit rate 1.8% among 330,000; AID 485270, 2010; in the data active = inhibition mostly above about 38%, no sharp cut-off; inactive = mostly below about 40%;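 also: 0% = agonist challenge alone and 100% = reference antagonist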
Target sequence (O43613 whole entry, looked up): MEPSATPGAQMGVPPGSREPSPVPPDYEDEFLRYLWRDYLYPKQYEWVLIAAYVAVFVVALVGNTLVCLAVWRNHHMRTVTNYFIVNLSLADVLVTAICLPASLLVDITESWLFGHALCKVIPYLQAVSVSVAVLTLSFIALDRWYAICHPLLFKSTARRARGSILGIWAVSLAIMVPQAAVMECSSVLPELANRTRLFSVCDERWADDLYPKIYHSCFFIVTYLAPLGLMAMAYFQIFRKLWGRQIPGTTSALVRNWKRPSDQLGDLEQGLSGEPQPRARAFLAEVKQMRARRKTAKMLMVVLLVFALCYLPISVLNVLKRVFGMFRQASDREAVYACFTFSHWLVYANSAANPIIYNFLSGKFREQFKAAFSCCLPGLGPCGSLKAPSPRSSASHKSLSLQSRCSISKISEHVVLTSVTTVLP
KCNQ2 block = KCNQ2 potassium channel inhibitors, primary screen, cell-based, CHO-K1, FluxOR thallium flux, B-score (AID 2156); B-score at 10 µM; hit rate 1.1% among 310,000; 20 min; hits give low values;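 active = fluorescence ratio B-score at most minus 3 library SDs, with starting brightness B-score within 2 library SDs, cut at about -5.5 in these data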
STK33 kinase inh = inhibitors of purified STK33 kinase, primary screen, biochemical, ADP-Glo luminescence, homogeneous, cell-free; MBP phosphorylation; inhibition, % at 10 µM; hit rate 0.073% among 320,000;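 active = inhibition at or above 25%, using the most active replicate where run in duplicate; inactive = inhibition below 25%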
Target sequence (Q9BYT3 whole entry, looked up): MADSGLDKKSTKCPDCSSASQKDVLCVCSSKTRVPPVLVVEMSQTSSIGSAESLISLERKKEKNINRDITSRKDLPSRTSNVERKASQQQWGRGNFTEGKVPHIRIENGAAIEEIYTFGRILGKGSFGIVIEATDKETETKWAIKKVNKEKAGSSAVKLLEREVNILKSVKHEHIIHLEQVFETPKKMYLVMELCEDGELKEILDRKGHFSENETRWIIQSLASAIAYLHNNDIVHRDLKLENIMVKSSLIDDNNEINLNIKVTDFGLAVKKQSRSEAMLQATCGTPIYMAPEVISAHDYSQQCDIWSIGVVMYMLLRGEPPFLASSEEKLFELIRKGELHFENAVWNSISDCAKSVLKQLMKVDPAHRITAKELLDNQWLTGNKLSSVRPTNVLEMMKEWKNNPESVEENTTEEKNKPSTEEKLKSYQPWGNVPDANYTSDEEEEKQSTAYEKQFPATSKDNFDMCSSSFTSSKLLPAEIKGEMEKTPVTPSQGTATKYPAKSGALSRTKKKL
* marks the source's active call; other numbers are inactive results; i = inactive; . = not tested or not shown.

mol	OX1R FRET antag	KCNQ2 block	STK33 kinase inh
CCc1ccc(N(C(=O)c2csnn2)C(C(=O)NCc2ccccc2)c2ccco2)cc1 (stereo not given)	26.1	i	-2.6
CC1(C)CC(=O)C2=C(C1)NC(=O)NC2c1ccc([N+](=O)[O-])cc1 (stereo not given)	45.8	i	-0.1
CCOc1cccc(C(=O)NC(=S)Nc2ccc(Cl)cc2C(=O)O)c1	9.0	i	-1.5
O=c1oc(-c2ccccc2NS(=O)(=O)c2ccc(Cl)cc2)nc2ccccc12	7.0	i	-0.8
O=C(COC(=O)CN1C(=O)C2CCCCC2C1=O)NCc1ccc(Cl)cc1Cl (stereo not given)	-1.8	.	-0.9
CC(NC(=O)c1ccccc1Cl)C(=O)O (stereo not given)	7.9	i	-1.2
Cc1ccc(C(=O)CSc2nc(O)cc(=O)[nH]2)cc1C	13.0	i	0.4
FC(F)(F)c1ccccc1N/N=C/c1cccnc1	9.3	i	0.5
O=C(c1ccccc1)c1ccc(OCC(O)CN2CCCCC2)cc1 (stereo not given)	0.6	i	0.8
S=c1[nH]nc(Cc2sc(-c3ccccc3)nc2-c2ccccc2)o1	78.3*	i	-0.4
CC1Cc2ccccc2N1C(=O)Cn1cc([N+](=O)[O-])cn1 (stereo not given)	3.3	i	-0.9
Clc1ccc(-c2cnc3n2CCCCC3)cc1	7.3	i	-1.4
CC(=O)c1sc(-c2ccc(Cl)cc2)nc1C	6.6	i	-1.3
O=[N+]([O-])c1cc2c(cc1CN1CCN(CCOCCO)CC1)OCO2	34.9	i	-2.2
COc1cc(NC(=S)Nc2ccccn2)cc(OC)c1OC	1.7	i	-0.9

By substructure, the compounds so far containing a carbonyl joined to an NH by a bond outside any ring
mol	OX1R FRET antag	KCNQ2 block	STK33 kinase inh
CCc1ccc(N(C(=O)c2csnn2)C(C(=O)NCc2ccccc2)c2ccco2)cc1 (stereo not given)	26.1	i	-2.6
CCOc1cccc(C(=O)NC(=S)Nc2ccc(Cl)cc2C(=O)O)c1	9.0	i	-1.5
O=C(COC(=O)CN1C(=O)C2CCCCC2C1=O)NCc1ccc(Cl)cc1Cl (stereo not given)	-1.8	.	-0.9
CC(NC(=O)c1ccccc1Cl)C(=O)O (stereo not given)	7.9	i	-1.2

(list continues)
mol	OX1R FRET antag	KCNQ2 block	STK33 kinase inh
COc1ccc(C(c2c(C)n(C)n(-c3ccccc3)c2=O)c2c(C)n(C)n(-c3ccccc3)c2=O)cc1OC	12.7	i	-3.4
CCS(=O)(=O)c1ccc(O)c(NC(=O)c2cc(OC)c(OC)c(OC)c2)c1	-4.4	i	-1.1
O=C(COC(=O)c1nc(Cl)ccc1Cl)Nc1ccccc1OC(F)F	12.3	i	-3.2
CN(C)C(CNC(=O)c1ccc(C(=O)c2ccccc2)cc1)c1ccccc1 (stereo not given)	-1.5	i	0.3
O=C(Cc1ccc([N+](=O)[O-])cc1)NCc1ccccc1Cl	21.2	i	-1.0
O=C(COC(=O)c1cc(S(=O)(=O)N2CCOCC2)ccc1F)Nc1ccc2c(c1)OCO2	8.0	.	-0.9
CN(CCCC1CCCC1)C(=O)c1cc(COc2c(F)cccc2F)on1	8.5	i	-0.8
O=C1CCCN1C(=O)CSc1ccc2ccccc2n1	8.0	.	0.0
COc1cccc(C(=O)NNC(=O)c2sccc2-n2cccc2)c1	11.3	i	-0.2
Cc1ccc(N=C2C(=S)N(c3ccc(C)cc3)C(=N)N2/N=C/c2ccc(Cl)cc2)cc1	11.2	i	0.0
O=C(CCn1nnc2ccccc21)Nc1nnc(Cc2ccccc2)s1	2.7	i	-1.7
O=C(c1ccc(C(F)(F)F)cc1)C1CCCN(C(=O)CN2CCCC2=O)C1 (stereo not given)	20.5	i	-0.5
Fc1ccc(NC(=S)NCc2ccccn2)cc1	8.8	i	-0.4
CC(C)(C)C(=O)CSc1ncnc2c1cnn2Cc1ccccc1	11.4	i	-1.5
COCCCNC(=O)CSc1nc2ccccc2c(=O)n1CCCC(=O)NCC1CCCO1 (stereo not given)	12.0	i	-0.5

Following part
mol	OX1R FRET antag	KCNQ2 block	STK33 kinase inh
c1ccc(-c2c(-c3ccccc3)n(Cc3ccco3)c3ncnc(NCCCn4ccnc4)c23)cc1	53.5*	-10.7*	0.2
CC(C)(C)c1ccc(C(=O)Nc2ccc(S(=O)(=O)Nc3cnc4ccccc4n3)cc2)cc1	6.9	i	0.9
COn1c(-c2ccc(Cl)cc2)nc2ccc(Cl)cc21	21.3	i	0.6
O=C(CCCOc1ccccc1)N1CCN(S(=O)(=O)c2ccc(Cl)cc2)CC1	14.3	i	-1.0
Cc1ccc(C)c(N2CC(=O)N(c3cc(C)ccc3C)CC2=O)c1	11.5	i	-6.6
CNC(=O)NC(=O)COC(=O)CCCOc1ccc(OC)cc1	2.6	i	-6.4
CCOc1ccc(NC(=O)COC(=O)c2cc([N+](=O)[O-])ccc2N2CCOCC2)cc1	35.1	i	-0.6
CCOC(=O)c1ccc(N=c2sc(C(=O)OC)cc(=O)n2Cc2ccc3c(c2)OCO3)cc1	-3.5	-5.94*	-1.8
COC(=O)c1sccc1NC(=S)N1CC(C)CC(C)C1 (stereo not given)	17.1	i	-0.8
CN(CC(=O)Nc1ccccc1C(F)(F)F)C(=O)CCc1nc2sc3c(c2c(=O)[nH]1)CCCC3	16.4	i	-1.8
COc1ccc(CCC(=O)Nc2cc(Cl)ccc2OC)cc1	23.1	i	1.1
CNC(=O)c1ccc(NC(=O)CC23CC4CC(CC(C4)C2)C3)cc1	12.2	i	-0.5
CC(C(=O)Nc1ccccc1)C(=O)Nc1ccccc1	4.6	i	-1.8
COc1ccc(NC(=O)COC(=O)CNC(=O)c2cc(OC)c(OC)c(OC)c2)cc1	23.3	i	-1.9
CCc1cccc(C)c1NC(=O)CC(C)(C)CC(=O)O	16.5	i	-1.2

The listing continues:
mol	OX1R FRET antag	KCNQ2 block	STK33 kinase inh
CCOC(=O)C1CCCN(C(=O)c2cc3c(C)nc4ccccc4c3o2)C1 (stereo not given)	20.5	i	-0.8
CCOc1ccc(N(CC)C(=O)CCS(=O)(=O)c2cccc3nonc23)cc1	39.2	i	-0.5
Nc1cc(N)nc(SCC(=O)N2CCN(S(=O)(=O)c3ccccc3)CC2)n1	2.9	i	0.3
Cc1cc(C)cc(NC(=O)CCc2c(C)nn(-c3ccc(N4CCCCC4)nn3)c2C)c1	0.6	i	-0.7
CCOc1ccc(Nc2cc(=O)oc3ccccc23)cc1	4.8	i	-2.2
COc1ccc(-c2nnn(-c3cc(Cl)cc(Cl)c3)c2N)cc1	9.8	i	-2.6
COc1cc(O)c(C(CC(=O)N2CCCCC2)c2ccc3c(c2)OCO3)c(OC)c1 (stereo not given)	14.1	i	-0.5
CCN(CC(=O)NCc1cccs1)S(=O)(=O)c1ccc(C(C)C)cc1	17.5	i	-1.4
COC(=O)c1c(-c2c(Cl)cccc2Cl)noc1C(=O)NN	8.0	i	-0.6
O=C(C[n+]1cccc(Br)c1)c1cccs1	17.8	i	0.1
CCCCn1c(N)c(N(CC)C(=O)c2cc3c(s2)CCCCC3)c(=O)[nH]c1=O	1.9	i	0.3
Cc1occc1C(=O)NNC(=O)c1ccccc1[N+](=O)[O-]	48.6	i	-1.3
CCN(CC)S(=O)(=O)c1ccc(N2CCCC2)c(C(=O)OCC(=O)/C(C#N)=C(\C)N)c1	13.8	i	-0.4
COc1ccc(CCN2CNc3c(c(=O)n(C)c(=O)n3C)C2)cc1OC	12.7	i	-0.7
Cn1c(N)c(C(=O)COC(=O)CNC(=O)c2ccccc2Cl)c(=O)n(C)c1=O	1.1	.	-1.3

New compounds follow
mol	OX1R FRET antag	KCNQ2 block	STK33 kinase inh
O=C(/C=C/c1ccccc1)NCCc1nc2ccccc2[nH]1	1.1	i	-1.2
Cc1c(CN(C)C(=O)c2nn(C)cc2[N+](=O)[O-])cnn1C	6.5	i	-2.7
Cc1ccnc(N2C(=O)c3ccccc3C2O)c1 (stereo not given)	5.2	i	-1.1
CCOC(=O)C1(CC)NC(c2ccco2)C2C(=O)N(C)C(=O)C21 (stereo not given)	8.4	i	-1.1
CCc1nnc(N/N=C/c2c(F)cccc2Cl)n1N	71.4*	i	-0.1
O=C1COc2ccc(-c3n[nH]c(=O)c4ccccc34)cc2N1	11.0	i	-1.2
O=C(CO/N=C/c1c(Cl)cccc1Cl)NNC(=O)c1ccc(Cl)cc1	-1.6	i	-2.0
Cc1cc(NC(=O)C(C)(C)C)no1	8.2	i	0.3
C=CCn1c(=O)c2ccccc2n2c(SCC(C)=O)nnc12	1.4	i	-0.6
O=C(c1ccc(Br)o1)N1CCN(c2ccccc2F)CC1	23.1	i	0.4
Cc1ccc(N(Cc2cc(=O)[nH]c3ccccc23)C(=O)CCl)cc1	1.3	i	0.6
CN1C(=O)CSc2ccc(NC(=O)N3CCN(c4ccccc4)CC3)cc21	11.3	i	.
CCOC(=O)C1CCN(S(=O)(=O)c2ccc3c(c2)NC(=O)C(C)C(=O)N3)CC1 (stereo not given)	0.3	i	-0.9
CCn1cc(C(=O)OCC(=O)Nc2ccc(C(C)C)cc2)c(=O)c2ccc(C)nc21	14.9	i	-0.9
CCC(C)CCN1C(N(C)C)=NC[C@@H]1C (stereo not given in full)	6.9	.	0.5

(continued)
Compound,OX1R FRET antag,KCNQ2 block,STK33 kinase inh
Oc1ccc(/C=N/NC2=NCCCCC2)cc1,11.7,i,-0.4
S=c1[nH]nc(-c2ccncc2)n1/N=C/c1cn(-c2ccccc2)nc1-c1ccc(Cl)cc1,16.7,i,-0.9
C=CCCC(=O)Nc1nc(C)c(-c2csc(Nc3ccc(Cl)cc3Cl)n2)s1,17.5,i,0.9
O=[N+]([O-])c1c(Nc2ccccc2)ccc2nonc12,63.6*,i,1.4
O=C(/C=C/c1ccccc1)N/C(=C/c1ccccc1)C(=O)N1CCCCC1,19.7,i,-0.3
Cc1ccsc1/C=C1\SC(N)=NC1=O,34.6,i,0.4
COC(=O)c1sc(S(=O)(=O)NCCC(=O)O)c(C(=O)OC)c1C,7.3,i,-3.0
Cc1nc(N)sc1Cc1ccc2c(c1)OCO2,16.1,i,0.2
COCCC(=O)N1CCC(C(=O)Nc2ccc(Oc3ccccc3)nc2)CC1,-0.6,i,-0.1
CC(C)NC(=S)NC(=O)c1ccc(Cl)cc1Cl,3.8,i,-0.3

Reprinted from the part before: two entries; new compounds follow.
Compound,OX1R FRET antag,KCNQ2 block,STK33 kinase inh
COCCC(=O)N1CCC(C(=O)Nc2ccc(Oc3ccccc3)nc2)CC1,-0.6,i,-0.1
CC(C)NC(=S)NC(=O)c1ccc(Cl)cc1Cl,3.8,i,-0.3
COCCN1C(=O)c2oc3ccccc3c(=O)c2C1c1ccc(OC)c(OC)c1 (stereo not given),0.6,i,-0.6
O=C(COC(=O)/C=C/c1ccc(Br)o1)NCCCN1CCCC1=O,16.3,i,-1.3
O=S(=O)(Cc1noc(-c2ccc(Cl)cc2)n1)Cc1ccco1,-1.6,i,0.5
COc1cc2c(=O)n(CC3CCCO3)c(=O)n(CC(=O)Nc3cccc(Cl)c3)c2cc1OC (stereo not given),38.5,i,2.6
Cc1ccc(CSCC(=O)N(C)CC(=O)Nc2ccccc2C(F)(F)F)cc1,17.1,i,-0.2
CCc1ccccc1NC(=S)N(Cc1cccc(C)c1)c1cccnc1,20.2,i,1.0
O=C(CN(CCO)c1ccccc1)Nc1cccc(S(=O)(=O)N2CCCC2)c1,16.8,i,-0.4
COc1cc2ncnc(NCc3cccc(F)c3F)c2cc1OC,16.4,i,1.1
OC(COc1ccc2ccccc2c1)CN1CCCC1 (stereo not given),-0.9,i,-1.5
CN1CCN(C(=O)/C(=C\c2cccs2)NC(=O)c2cccs2)CC1,34.1,i,0.1

Continued:
Compound,OX1R FRET antag,KCNQ2 block,STK33 kinase inh
COc1ccc(Cl)cc1NC(=O)CNc1ccccc1CN(C)C1CCCCC1,11.6,i,-0.4
C=CCN(C(=O)c1cccc(N2C(=O)C3CC=CC(C)C3C2=O)c1)c1ccccc1 (stereo not given),21.6,i,-0.8
Cc1cc(/C=C(\C#N)C(=O)N2CCCCC2)cc(C)c1O,24.3,i,-1.1
COc1cc(C(=O)Nc2cccnc2)cc(OC)c1OC,-8.9,i,2.0
COc1cc(/C=C2/C(=N)N3N=C(C(C)C)SC3=NC2=O)ccc1OS(=O)(=O)c1ccccc1,19.7,i,1.5
O=C(CSCc1c(F)cccc1Cl)Nc1cccnc1,2.0,i,-0.1
CCCCNC(=O)[C@@H]1CC=C[C@@H]2CCN(Cc3ccc(Cl)c(Cl)c3)C(=O)[C@@H]21,90.7*,i,-0.6
CCCCNC(=O)CN1C(=O)NC2NC(=O)NC21 (stereo not given),7.0,i,0.6
COc1cc(NC(=O)CN2C(=O)C(C)N(c3ccc(C)cc3)C2=O)cc(OC)c1 (stereo not given),9.6,i,-1.9
Cn1ncc(C#N)c1NC(=O)C1CC(c2ccc(Cl)c(Cl)c2)=NO1 (stereo not given),10.2,i,-1.3

(further entries)
Compound,OX1R FRET antag,KCNQ2 block,STK33 kinase inh
CN=c1scc(-c2ccccc2F)n1/N=C/c1ccc[nH]1,25.7,i,3.1
CC(C)(C)c1ccc(C(=O)NCc2ccco2)cc1,13.6,i,1.2
Cc1nc(N2CCOCC2)sc1C(=O)NN,29.4,i,0.5
COc1cccc(CN(C)C(=O)C2CC(=O)N(c3ccc4c(c3)OCCO4)C2)c1 (stereo not given),20.2,i,0.1
CCN1C(=O)c2ccccc2S(=O)c2ccc(C(=O)N3CCN(C(=O)c4ccco4)CC3)cc21 (stereo not given),7.5,i,-0.2
